GSK3beta inhib: inhibitors of human GSK3beta kinase; activity score (negative = inhibition), % at 10 µM; 300,000 tested, 0.038% active; GST-GSK3beta kinase, ADP-Glo luminescence, 60 min; stronger effect = lower value; AID 2097;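 active means more than half of replicate wells score below -50%, meaning over 50% inhibition versus plate controls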;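 further: 0% = median DMSO wells and -100% = median GW8510 positive control wells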
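Test system: GST-tagged human GSK3beta kinase, cell-free; evaluation: activity score scaled between in-plate DMSO and GW8510 controls; measured by: ADP-Glo luminescence; incubation: 60 min reaction, RT; benchmarks: DMSO and 20 µM GW8510; reagent: peptide substrate plus 25 µM ATP (final); medium: Tris/MgCl2 kinase buffer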
KCNQ1 block: human KCNQ1 channel inhibition | P51787 | CHO-K1 KCNQ1, FluxOR thallium flux fluorescence; stronger effect = higher value | B-score at 10 µM | 310,000 tested, 1.3% active | AID 2642;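 active means compounds whose thallium flux B-score, printed positive for inhibition, exceeds three library SD while starting fluorescence stays within three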;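 further: channel opened by potassium depolarization with thallium stimulus after 20 min compound exposure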
GSK3 alpha inh: inhibitors of human GSK-3 alpha kinase | P49840 | ADP-Glo luminescence, 60 min | inhibition, % at 10 µM | 320,000 tested, 0.1% active | AID 2650;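 in the data active means inhibition above about 50%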;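 further: GST-tagged GSK-3 alpha with peptide substrate and 25 µM ATP; 0% = DMSO neutral wells and 100% = GW8510 positive control wells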
Target sequence (P49840 whole entry, looked up): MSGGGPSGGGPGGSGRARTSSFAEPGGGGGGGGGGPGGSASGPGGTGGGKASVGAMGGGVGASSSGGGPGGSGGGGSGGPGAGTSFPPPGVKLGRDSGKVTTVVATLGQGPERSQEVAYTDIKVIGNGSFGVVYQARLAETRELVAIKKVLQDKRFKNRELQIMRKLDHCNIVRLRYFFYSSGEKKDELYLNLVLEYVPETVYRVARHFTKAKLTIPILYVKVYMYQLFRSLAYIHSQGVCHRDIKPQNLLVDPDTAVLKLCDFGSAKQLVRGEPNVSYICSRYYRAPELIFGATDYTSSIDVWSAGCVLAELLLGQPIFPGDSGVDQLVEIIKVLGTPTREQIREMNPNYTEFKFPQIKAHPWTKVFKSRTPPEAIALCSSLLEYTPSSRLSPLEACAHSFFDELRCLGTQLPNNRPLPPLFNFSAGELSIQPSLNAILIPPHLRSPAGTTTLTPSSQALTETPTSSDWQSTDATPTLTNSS
PolyA inh: blocks polyadenylation in yeast reporter cells | S. cerevisiae SKY197-pL101 polyadenylation reporter, beta-gal luminescence; efflux-impaired pdr1/pdr3 knockout yeast; score 100 = 6 SD above DMSO | calls only at 12 µM | 300,000 tested, 0.02% active;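 active means lowest replicate activity score at least 50, where 100 means six control SD above control mean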;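 further: yeast exposed to compound for 9 h at 30 °C; higher score means more reporter readthrough which indicates perturbed polyadenylation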
RGS4 pot: potentiators or activators of RGS4. B-score at 10 µM. 310,000 tested, 0.92% active. AID 463111. HEK293 M3R/inducible RGS4, carbachol calcium flux Fluo4; stronger effect = lower value;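 active means B-score of the integrated calcium signal more than 4 SD below the library mean, with starting fluorescence not abnormally high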;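 further: negative B-score means reduced calcium response which marks RGS4 activation or potentiation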
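Assay system: Inducible-RGS4 HEK293 cells carrying M3 receptor | Schedule: Compound preincubation 20 min at room temperature before agonist | Signal: Kinetic calcium fluorescence imaging with Fluo4-AM dye, 2 µM | Read-out basis: B score from integrated fluorescence ratio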
RGS4 inh: inhibitors of human RGS4 | P49798 | HEK293 M3R/RGS4 inducible, Fluo-4 calcium flux; stronger effect = higher value; triggered by carbachol at its EC20 | B-score at 10 µM | 310,000 tested, 0.45% active;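 active means B-score, a plate-corrected calcium signal, over three deviations above library mean, with baseline fluorescence within five deviations of library mean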;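 further: RGS4 expression induced by doxycycline in cells with stable M3 receptor; B-score is computed from the integrated fluorescence ratio over baseline after carbachol; higher B-score means a larger calcium signal and so more RGS4 inhibition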
Target sequence (P49798 whole entry, looked up): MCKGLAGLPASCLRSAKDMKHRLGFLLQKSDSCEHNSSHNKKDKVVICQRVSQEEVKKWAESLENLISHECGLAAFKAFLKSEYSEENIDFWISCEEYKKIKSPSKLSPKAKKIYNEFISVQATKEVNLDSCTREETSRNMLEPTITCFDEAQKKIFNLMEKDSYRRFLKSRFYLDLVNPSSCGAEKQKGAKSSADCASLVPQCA
KCNK9 block: inhibitors of human KCNK9 two-pore domain potassium channel. Q9NPC2. HEK293 KCNK9, FluxOR thallium flux fluorescence; stronger effect = lower value. B-score at 10 µM. 310,000 tested, 1.2% active. AID 488922;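 active means ratio B-score over 3 SD below the library mean, with starting fluorescence within 5 SD of its mean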;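 further: negative B-score means less thallium flux so channel inhibition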
hERG rescue: hERG (human) protection from proarrhythmic block. activation (rescue from dofetilide block), less the hit threshold, % at 10 µM. 310,000 tested, 0.51% active. CHO-hERG, FluxOR thallium flux, dofetilide IC70 present. Q12809;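 active means activation above the mean of controls blocked by dofetilide plus 5 SD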;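 further: thallium influx through hERG after potassium depolarization seen as dye fluorescence rise; in these data hits start at about 4.7%; inactives centre near -7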
KCNK3 block: human KCNK3 channel inhibition, primary screen. O14649. CHO-KCNK3 thallium flux, FluxOR fluorescence; stronger effect = lower value. B-score at 10 µM. 340,000 tested, 0.84% active. AID 602410;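 active means B-score under library mean minus 4 SD, starting fluorescence ratio at most library mean plus 5 SD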;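 further: more negative B-score means stronger inhibition of thallium flux through KCNK3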
Target sequence (O14649 whole entry, looked up): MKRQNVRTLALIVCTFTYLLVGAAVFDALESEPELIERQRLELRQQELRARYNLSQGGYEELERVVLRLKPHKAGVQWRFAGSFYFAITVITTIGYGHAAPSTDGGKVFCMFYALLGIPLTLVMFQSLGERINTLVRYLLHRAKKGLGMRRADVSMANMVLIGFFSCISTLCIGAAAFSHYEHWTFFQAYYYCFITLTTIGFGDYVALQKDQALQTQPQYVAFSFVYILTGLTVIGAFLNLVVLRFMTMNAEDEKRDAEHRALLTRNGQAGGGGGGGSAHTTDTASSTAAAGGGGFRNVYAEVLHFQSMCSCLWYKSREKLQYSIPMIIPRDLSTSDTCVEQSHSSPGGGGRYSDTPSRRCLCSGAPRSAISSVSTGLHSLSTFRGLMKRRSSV
DYRK1A inh: inhibitors of rat Dyrk1A kinase | 310,000 tested, 0.43% active | ADP-Glo luminescence, NFATc1 peptide | inhibition, % at 12.5 µM | Q63470; in the data active means inhibition above about 50%;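 further: plate controls were vehicle with enzyme for no effect and no enzyme for full effect; many of its hits are not listed in these tables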
KCNQ1 act: potentiates or activates the human KCNQ1 potassium channel | P51787 | CHO-K1 KCNQ1, thallium flux FluxOR fluorescence; stronger effect = higher value | B-score at 10 µM | 310,000 tested, 0.35% active;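 active means fluorescence ratio B-score, a plate-corrected score, at least three library SD, with initial intensity B-score within 5 SD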
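Assay system: stable KCNQ1 CHO-K1 line; medium: assay buffer, equal DMSO in all wells; timing: 90 min dye loading and 20 min compound exposure, both at room temperature; technique: kinetic FluxOR thallium fluorescence, 10-s 1-Hz baseline, 110-s post-stimulus read; read-out basis: B score of baseline-normalized fluorescence ratio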
* marks the source's active call; other numbers are inactive results; i = inactive; x = not tested or not shown; & = joins results of further samples. Some of the compounds tested. The share of hits here may be higher or lower than overall.

SMILES	GSK3beta inhib	KCNQ1 block	GSK3 alpha inh	PolyA inh	RGS4 pot	RGS4 inh	KCNK9 block	hERG rescue	KCNK3 block	DYRK1A inh	KCNQ1 act
O=C(Cn1c2[n+](c3ccc(C(F)(F)F)cc31)CCCCC2)c1cccc([N+](=O)[O-])c1	1	i	2	i	i	i	i	-5	i	-8	i
Cc1cc(=O)oc2cc(OCC(=O)N3CCN(C(=O)C4COc5ccccc5O4)CC3)c(Cl)cc12 (stereo not drawn)	0	i	0	i	i	i	i	-12	i	-2	i
CCC(C(=O)Nc1cc(C)cc(C)n1)c1ccccc1 (stereo not drawn)	-5	i	2	i	i	i	i	-9	i	x	i
Cc1[nH]c2ccccc2c1/C=N/NC(=O)CNC(=O)Cc1ccccc1	3	i	0	i	i	i	i	-12	i	6	i
COc1ccc(OC)c(C(C)NC(=O)Nc2cccc(C(C)=O)c2)c1 (stereo not drawn)	-1	i	-1	i	i	i	i	-13	i	7	i
COc1cc(Cl)c(C)cc1NC(=O)COC(=O)c1cc[n+]([O-])cc1	1	i	0	i	i	i	i	-11	i	-3	i
COc1ccc(CN2C(=O)c3cccnc3C2=O)cc1S(=O)(=O)NCc1ccco1	-2	i	1	i	i	i	i	-9	i	x	i
O=C(O)c1ccc(N=Cc2c(O)ccc3ccccc23)cc1	1	i	-2	i	i	i	i	-10	i	10	i
COc1ccc(S(=O)(=O)NC2CC3CCC2C3)cc1Br (stereo not drawn)	4	i	-1	i	i	i	i	-2	i	x	i
CCn1cc(/C=C(/C#N)S(=O)(=O)c2ccccc2)cn1	-3	i	2	i	i	i	i	-4	i	-15	i
Cc1ccc(S(=O)(=O)NCC(=O)NC2CCCCCC2)cc1	0	i	-7	i	i	i	i	-5	i	2	i
CCCN1CCC(NC(=O)C2CCCCC2C(=O)O)CC1 (stereo not drawn)	6	i	-2	i	i	i	i	-4	i	-3	i

Reprinted from the part before: 4 entries, followed by the next part.
SMILES	GSK3beta inhib	KCNQ1 block	GSK3 alpha inh	PolyA inh	RGS4 pot	RGS4 inh	KCNK9 block	hERG rescue	KCNK3 block	DYRK1A inh	KCNQ1 act
COc1ccc(S(=O)(=O)NC2CC3CCC2C3)cc1Br (stereo not drawn)	4	i	-1	i	i	i	i	-2	i	x	i
CCn1cc(/C=C(/C#N)S(=O)(=O)c2ccccc2)cn1	-3	i	2	i	i	i	i	-4	i	-15	i
Cc1ccc(S(=O)(=O)NCC(=O)NC2CCCCCC2)cc1	0	i	-7	i	i	i	i	-5	i	2	i
CCCN1CCC(NC(=O)C2CCCCC2C(=O)O)CC1 (stereo not drawn)	6	i	-2	i	i	i	i	-4	i	-3	i
CC(=O)Nc1ccc(S(=O)(=O)NCCCN2CCOCC2)cc1	0	i	0	i	i	i	i	-7	i	4	i
COC(=O)c1ccccc1NC(=O)N1CCN(S(C)(=O)=O)CC1	3	i	-2	i	i	i	i	-1	i	0	i
COc1ccc(NC(=O)CN2CCCN(S(=O)(=O)c3ccc(F)cc3)CC2)c(OC)c1	0	i	-2	i	i	i	i	-7	i	1	i
COc1cc(OC)c2c(=O)cc(-c3ccccc3)oc2c1	2	i	9	i	i	i	i	-18	i	27	i
O=C(O)c1ccc(/C=N/n2c(C3CCCCC3)n[nH]c2=S)cc1	-1	i	8	i	i	i	i	-5	i	-7	i
COc1ccc(CNC(=O)C2CCN(S(=O)(=O)c3ccc(Br)s3)CC2)cc1	x	i	-2	i	i	i	i	-12	i	1	i
CCN(C(=O)CSc1nnc(-c2ccccc2)n1C)C1CCS(=O)(=O)C1 (stereo not drawn)	5	i	-2	i	i	i	i	-3	i	1	i
COCC(C)NC(=O)C1CCN(S(=O)(=O)c2ccc3ccccc3c2)CC1 (stereo not drawn)	0	i	-2	i	i	i	i	-7	i	-4	i
Cc1cc(Cl)ccc1C(=O)C1CCCN(C(=O)c2ccc3ncccc3c2)C1 (stereo not drawn)	1	i	2	i	i	i	i	-14	i	-5	i
COC(=O)CCCC1=CC2=C(c3ccccc3)C(=O)C(C)(OC(=O)C3CCCC3)C(=O)C2=CN1C1CC1 (stereo not drawn)	3	i	1	i	i	i	i	-9	i	12	i
CCOc1cc(CNCc2ccc3c(c2)OCO3)ccc1OC	-2	i	-1	i	i	i	i	-11	i	15	i
COc1cccc(CN(C)C(=O)C2CCC(=O)N(Cc3cccc(F)c3)C2)c1 (stereo not drawn)	-1	i	0	i	i	i	i	-10	i	0	i
N#Cc1c(N)nc2c(c1-c1ccc(Br)s1)CCCC2	-1	i	0	i	i	i	i	3	i	-4	i
O=C(N/N=C/c1cc([N+](=O)[O-])ccc1O)NC12CC3CC(CC(C3)C1)C2	-6	i	-2	i	i	7.9*	i	-9	i	1	i
Fc1ccc(CN2CCCCCCC2)cc1F	2	i	1	i	i	i	i	-15	i	4	i
O=[N+]([O-])c1cccc(S(=O)(=O)NCC2CC3CCC2C3)c1 (stereo not drawn)	1	i	1	i	i	i	i	-5	i	-2	i
Cc1ccc(NC(=O)CN2CCc3ccccc3C2)cc1C	2	i	-2	i	i	i	i	-13	i	x	i
COc1ccccc1N1C(=O)CC(N2CCN(c3ccc([N+](=O)[O-])cc3)CC2)C1=O (stereo not drawn)	-3	i	6	i	i	i	i	-4	i	1	i
Cc1ccc(C)c(OCCC(=O)NNC(=O)Cn2nc(C)cc2C)c1	4	i	9	i	i	i	i	-12	i	4	i
COc1ccc(NS(=O)(=O)c2cc(NC(=O)Cc3cccs3)ccc2C)cc1	2	i	-1	i	i	i	i	-7	i	-3	i
Cc1ccc(/C=N/N2CCN(c3ccccn3)CC2)o1	1	i	-8	i	i	i	i	-10	i	x	i
COCCNC(=O)C(c1ccc(OC)cc1)N(C(=O)Cn1nnc2ccccc21)c1cccnc1 (stereo not drawn)	-3	i	-1	i	i	i	i	-11	i	2	i
O=C(CNC(=O)c1ccco1)Nc1ccc(F)cc1	-25	i	-2	i	i	i	i	-8	i	-11	i
CC(=O)c1cccc(NC(=O)c2cnn3ccccc23)c1	-1	i	3	i	i	i	i	-9	i	14	i
Cc1nc(CN2CCN(C(=O)NC3(c4ccccc4)CC3)CC2)cs1	-4	i	-1	i	i	i	i	-7	i	6	i
N#Cc1nc(COc2ccccc2F)oc1NCCc1ccccc1	2	i	-1	i	i	i	i	-8	-10*	3	i
O=P(Cc1ccccc1O)(c1ccccc1)c1ccccc1	-1	i	0	i	i	i	i	-14	i	-1	i
Cc1ccc2c(c1)C(=O)CC1(CCC(C(C)(C)C)CC1)O2 (stereo not drawn)	0	i	1	i	i	i	i	-5	i	6	i
Cc1cc(C(C)(C)C)oc1C(=O)O	-2	i	3	i	i	i	i	-12	i	-2	i
Cc1cccc(OCC(O)CN2CCc3ccccc3C2)c1 (stereo not drawn)	1	i	-3	i	i	i	i	-11	i	x	i
CCCc1cc(C(=O)N/N=C/c2cccn2C)cs1	1	i	0	i	i	i	i	-6	i	18	i
COc1ccccc1/C=C1\SC(=O)N(CCC(=O)N2CCCCC2CCO)C1=O (stereo not drawn)	2	i	-2	i	i	i	i	-12	i	6	i
COc1cc(NS(=O)(=O)c2ccc(NC(=S)NC(=O)/C=C/c3ccc(OC)c(OC)c3)cc2)ncn1	1	i	0	i	i	i	i	-6	i	-6	i
CSCC[C@H](NC(=O)OC(C)(C)C)C(=O)N/N=C/c1c(C)[nH]c(=O)[nH]c1=O	1	i	-3	i	i	i	i	-2	i	-1	i
C=C(C)CSc1nc2sc3c(c2c(=O)n1-c1ccc(OC)cc1)CCN(C)C3	-4	i	2	i	i	i	i	-5	x	x	i
O=C1CC(C(=O)O)S/C(=N\N=C\c2ccc(Br)cc2)N1 (stereo not drawn)	3	i	-5	i	i	i	i	-11	i	5	i
CC(C)(C)c1cc(NC(=O)c2cccs2)no1	-3	i	3	i	i	i	i	-6	i	-1	i
Cc1ccc(NC(=O)CN(C)S(=O)(=O)c2cccs2)cc1C	-4	i	-3	i	i	i	i	-1	i	-5	i
COc1ccc(Cl)cc1NC(=O)CN(C1CCCCC1)S(C)(=O)=O	-6	i	-1	i	i	i	i	-13	i	0	i
O=C(COC(=O)c1cccs1)NCc1ccccc1	2	i	0	i	i	i	i	-6	i	1	i
COc1ccc(NC(=O)NS(=O)(=O)c2ccc(C)cc2)c(OC)c1	1	i	-6	i	i	i	i	-3	i	x	i
N=C(SC1CC(=O)N(c2ccc(F)cc2)C1=O)N1N=C(c2ccccc2)CC1c1ccccc1 (stereo not drawn)	1	i	-1	i	i	i	i	-11	i	x	i
Oc1c(C=C2N=c3ccccc3=N2)sc(=S)n1C1CCCCC1	0&-1	i	-3&0	i	i	i	i	-6&-7	i	-2&3	i
COCCN1CCN(Cc2nc(C3(c4ccc(C)cc4)CCCC3)no2)CC1	0	i	-2	i	i	i	i	-7	i	-6	i
Cc1ccc(N2CCN(S(=O)(=O)N3CCCCC3)CC2)cc1Cl	3	i	-1	i	i	i	i	-2	i	0	i
Cc1cccn2c(=O)c(/C=C(\C#N)C(N)=O)c(Oc3ccccc3)nc12	-3	i	1	i	i	i	i	-10	i	2	i
O=C(Nc1ccc(Cl)c(Cl)c1)c1ccccc1NC(=O)C1CC=CCC1C(=O)O (stereo not drawn)	-3	i	x	x	i	i	i	-10	i	-8	i
COc1cc([N+](=O)[O-])ccc1NC(=O)CN1CCc2cc(OC)c(OC)cc2C1	-4	i	2	i	i	i	i	-7	i	0	i
C#CCN(C(=O)c1ccc(OC2CCN(C(=O)CCOC)CC2)cc1)C1CCCCC1	1	i	10	i	i	i	i	-8	i	-6	i
Cn1c(CN2CCC(C(N)=O)CC2)c(C#N)c2ccccc21	3	i	3	i	i	i	i	-12	i	10	i
CN(C)c1ccc(C(=S)N2CCNCC2)cc1	0	i	-2	i	i	i	i	-9	i	-4	i
COc1ccccc1CNC(=O)c1cc(-c2ccncc2)nc2c(Cl)cccc12	1	i	-1	i	i	i	i	-12	i	32	i

Source: PubChem BioAssay
